# Compound activity (PubChem BioAssay)
# PG9 Ab binder = small molecules binding HIV-1 gp120 antibody PG9; TR-FRET gp120-PG9 antibody binding; inhibition, % at 6.7 µM; hit rate 0.43% among 360,000; AID 624416; in the data active = inhibition above about 8.5%
# DAX1 inh-1 = inhibitors of DAX1 repression of SF-1 activated StAR promoter. HEK293T StAR-luciferase reporter, SF-1/DAX-1 repression relief. inhibition, % at 6.8 µM. hit rate 1.1% among 370,000. AID 652010;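 active = inhibition above the mean over all tested compounds plus 3 SD, cut at about 3.6% in these data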;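 also: 0% = DAX-1 cells with DMSO and 100% = cells lacking DAX-1 with DMSO; higher inhibition means more luminescence from relief of DAX-1 repression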
# ADAM17 inh = ADAM17 inhibition, QFRET primary screen; P78536; recombinant ADAM17, EDANS/DABCYL FRET peptide cleavage; inhibition, % at 6.95 µM; hit rate 0.83% among 370,000;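 active = inhibition above the mean of compounds lying between control limits plus 3 SD, set per campaign, cut at about 8.5% in these data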;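 also: 0% = DMSO-only wells as the low control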
# ADAM10 inh = inhibitors of human ADAM10; O14672; recombinant ADAM10, EDANS/DABCYL FRET peptide cleavage, 3 h; inhibition, % at 7 µM; hit rate 0.62% among 370,000; AID 720582;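 active = inhibition above a per-campaign cutoff equal to the mean of compounds falling between control-based bounds plus 3 SD, cut at about 20% in these data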;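 also: 0% = DMSO wells while the 100% control is not disclosed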
# Target sequence (O14672 214-748 limits assumed): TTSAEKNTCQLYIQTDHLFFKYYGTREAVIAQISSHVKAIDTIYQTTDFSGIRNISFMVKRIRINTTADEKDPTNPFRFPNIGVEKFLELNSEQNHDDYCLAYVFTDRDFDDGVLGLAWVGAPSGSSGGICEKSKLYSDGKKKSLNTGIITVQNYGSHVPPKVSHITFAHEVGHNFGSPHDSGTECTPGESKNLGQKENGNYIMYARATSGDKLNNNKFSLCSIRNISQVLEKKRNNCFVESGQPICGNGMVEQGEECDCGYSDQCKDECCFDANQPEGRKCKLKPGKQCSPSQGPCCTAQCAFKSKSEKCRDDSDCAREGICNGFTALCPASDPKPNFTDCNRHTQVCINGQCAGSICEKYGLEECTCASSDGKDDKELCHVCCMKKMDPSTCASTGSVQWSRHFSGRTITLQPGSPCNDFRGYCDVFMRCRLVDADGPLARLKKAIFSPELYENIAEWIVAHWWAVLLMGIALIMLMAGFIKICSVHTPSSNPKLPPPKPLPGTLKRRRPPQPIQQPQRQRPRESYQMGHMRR
# NPR1 activator = GC-A (human) enzyme activation | HEK293 GC-A cells, cGMP TR-FRET, EC30 ANP; 0% at EC30 ANP, 100% saturating ANP | P16066 | AID 1671463 | hit rate 0.14% among 370,000 | activation, % at 10 µM; in the data active = activation above about 40%
# ssDAF12 agonist = activators of S. stercoralis DAF-12 nuclear receptor; HEK293 ssDAF-12/GRIP1 lit1-tk-luc reporter, luminescence; % of 3 µM dafachronic acid response; activation, % at 6.8 µM; hit rate 1% among 370,000;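 active = activation above the mean over all tested compounds plus 3 SD, cut at about 0.9% in these data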;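 also: 0% = DMSO-only wells and 100% = 3 µM delta7-dafachronic acid wells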
# DAX1 inh-2 = NR0B1 (DAX1) inhibition | P51843 | HEK293 Gal4-DAX1 luciferase reporter, luminescence | inhibition, % at 6.75 µM | hit rate 0.99% among 340,000 | AID 504766;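 active = inhibition above the mean over all tested compounds plus 3 SD, cut at about 4.2% in these data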;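 also: 0% = DAX1-transfected cells with DMSO and 100% = empty-vector control cells with DMSO; inhibition shows as a rise in luminescence from relieved DAX1 repression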
# Target sequence (P51843 207-470 limits assumed): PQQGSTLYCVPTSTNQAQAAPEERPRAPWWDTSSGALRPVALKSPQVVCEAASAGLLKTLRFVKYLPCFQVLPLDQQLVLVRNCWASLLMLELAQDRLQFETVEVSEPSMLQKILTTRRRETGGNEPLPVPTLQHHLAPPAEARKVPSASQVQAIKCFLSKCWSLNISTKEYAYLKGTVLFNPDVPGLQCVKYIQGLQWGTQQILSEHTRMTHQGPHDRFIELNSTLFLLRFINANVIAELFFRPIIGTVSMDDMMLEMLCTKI
# hcDAF-12 act = activators of H. contortus DAF-12 nuclear receptor; activation, % at 6.8 µM; AID 652067; hit rate 1.4% among 370,000; HEK293 hcDAF-12 lit1-tk-luc reporter, luminescence; 0% DMSO, 100% Δ7-dafachronic acid;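 active = activation above the mean of all tested compounds plus 3 SD, cut at about 5.5% in these data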;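 also: 100% = response to 3 µM Δ7-dafachronic acid high control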
# hgDAF12 agonist = hgDAF-12 agonism, primary luciferase screen | hit rate 1.8% among 370,000 | HEK293 GAL4-hgDAF12 UAS-luciferase reporter, agonist luminescence; normalized to butyrate control | activation, % at 6.8 µM;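 active = activation above a cutoff set at the mean of all screened compounds plus 3 SD, cut at about 10% in these data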;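 also: 0% = DMSO wells and 100% = sodium butyrate wells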
# FXN GAA850 act = activators of GAA850 frataxin (FXN) promoter. HEK293 lucGAA850 FXN promoter luciferase reporter, 24 h; percent of 10 µM SAHA response. hit rate 0.56% among 360,000. activation, % at 6 µM;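 active = activation above the average of all compounds screened plus 3 SD, cutoff fixed separately per campaign, cut at about 7.5% in these data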;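 also: 0% = DMSO wells and 100% = 10 µM SAHA wells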
# SMARCA2 act = SMARCA2 function activation, primary screen. activation, % at 9.1 µM. MG213 cells, MMTV-luciferase reporter, dexamethasone, overnight. hit rate 1% among 370,000; in the data active = activation above about 7.8%;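 also: 0% = vehicle wells and 100% = reference activator wells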
# The depositor's hits bear a star; i = inactive; . = no result given. An unsorted share of the library. About 6.8% of those tested had a hit in this group.
# Key to letters: A = PG9 Ab binder; B = DAX1 inh-1; C = ADAM17 inh; D = ADAM10 inh; E = NPR1 activator; F = ssDAF12 agonist; G = DAX1 inh-2; H = hcDAF-12 act; I = hgDAF12 agonist; J = FXN GAA850 act; K = SMARCA2 act
> Cc1ccc(NC(=S)N(Cc2cccc(Br)c2)CC2CCC(C(=O)O)CC2)cc1 (stereo not given)
  A = 1.4 | B = -0.2 | C = 5 | D = -1 | E = -1 | F = -0.8 | G = -0.8 | H = 0.8 | I = 0.3 | J = 2.3 | K = -3
> O=C(c1cnccn1)N1CCc2ccccc2C1
  A = 1.9 | B = -0.7 | C = -9 | D = -2 | E = -4 | F = -0.2 | G = 1.1 | H = 2.3 | I = 0.9 | J = -0.2 | K = -4
> COCC(=O)N(CCc1ccc(OC)c(OC)c1)Cc1cc2cc(C)ccc2nc1Cl
  A = -0.9 | B = -1.2 | C = 1 | D = 1 | E = 3 | F = -2.2 | G = 0.0 | H = -2.2 | I = -4.1 | J = 4.5 | K = -1
> Nc1cc(C(=O)OCC(=O)NCc2ccc(F)cc2)ccc1Cl
  A = -1.6 | B = -0.2 | C = -14 | D = -40 | E = 1 | F = -0.7 | G = 0.6 | H = 0.7 | I = -0.6 | J = 0.7 | K = 0
> NS(=O)(=O)c1ccc(CCNC(=O)CNC(=O)c2ccccc2Br)cc1
  A = -2.9 | B = 0.3 | C = 0 | D = -1 | E = 9 | F = -0.9 | G = 2.8 | H = 0.7 | I = 0.0 | J = 0.8 | K = -1
> Fc1ccc(NC(=S)Nc2ccc(Cl)cc2)cc1
  A = -4.1 | B = -1.2 | C = 1 | D = -3 | E = 5 | F = -1.5 | G = 0.0 | H = -1.9 | I = -1.3 | J = 1.3 | K = 0
> COc1cc(NS(=O)(=O)c2cccc3nsnc23)c(C(=O)O)cc1OC
  A = -1.4 | B = -0.1 | C = -3 | D = 1 | E = -1 | F = -0.6 | G = -0.7 | H = -0.4 | I = 1.0 | J = 0.0 | K = 0
> COc1ccc(C(=O)CN2C(=O)NC3(CCc4ccccc43)C2=O)c(OC)c1 (stereo not given)
  A = -1.7 | B = 0.3 | C = -3 | D = 0 | E = -1 | F = -0.6 | G = 0.2 | H = -0.4 | I = -3.6 | J = 2.0 | K = 1
> CCCC[C@H]1C2CC(OC(=O)NCCCc3ccccc3)C(C2)[C@H]2CCCCN21 (stereo not given in full)
  A = . | B = -0.2 | C = 1 | D = 3 | E = -1 | F = -0.9 | G = . | H = -0.5 | I = 3.5 | J = . | K = 11*
> Cn1cccc1C1C(C#N)=C(N)OC2=C1C(=O)CC(C)(C)C2 (stereo not given)
  A = -0.2 | B = -0.2 | C = 2 | D = -2 | E = 1 | F = -0.6 | G = 1.2 | H = 1.1 | I = 0.7 | J = 1.5 | K = -4
> Cc1ccc(/C=N/NC(=O)CNC(=O)c2cccc([N+](=O)[O-])c2C)o1
  A = -2.6 | B = 0.6 | C = -1 | D = -6 | E = -4 | F = -1.0 | G = 0.3 | H = -1.3 | I = -2.4 | J = 1.6 | K = 0
> O=C(CCOc1ccccc1)Nc1nnc(-c2ccc3c(c2)OCCO3)o1
  A = 1.6 | B = -0.1 | C = -3 | D = -1 | E = -4 | F = -1.3 | G = 0.8 | H = -1.4 | I = -0.5 | J = 3.5 | K = -4
> CCN(CC)S(=O)(=O)c1cccc(NC(=O)c2ccc(Br)cc2)c1
  A = -1.9 | B = -2.1 | C = 2 | D = 4 | E = -2 | F = -1.8 | G = -1.9 | H = -2.6 | I = -6.5 | J = -0.4 | K = -7
> CC(=O)N(Cc1ccco1)C1(C(=O)NC2CCCCC2)CCCCC1
  A = -1.3 | B = -1.0 | C = 0 | D = 11 | E = 2 | F = -0.7 | G = -0.4 | H = 0.4 | I = 0.3 | J = 1.9 | K = 4
> CO/N=C(/CS(=O)(=O)c1ccc(Br)cc1)c1ccc(OC)cc1
  A = -0.2 | B = -1.1 | C = 0 | D = 2 | E = -6 | F = -1.8 | G = 1.3 | H = -1.0 | I = -1.8 | J = 1.1 | K = -1
> CCc1cccc2c1NC(=O)C21N2CCCC2C(C(=O)c2ccc3ccccc3c2)C12C(=O)Nc1ccccc12 (stereo not given)
  A = 1.8 | B = 1.1 | C = -4 | D = -12 | E = -8 | F = 0.4 | G = -0.5 | H = 2.6 | I = 4.9 | J = 4.1 | K = 0
> C#CCOCCOCCOCCNc1nc(N2CCN(C(=O)C([C@@H](C)O)n3cc([C@@H](N)CCCCN)nn3)CC2)nc(N2CCN(C(=O)[C@H](CC(N)=O)n3cc(C(N)[C@@H](C)CC)nn3)CC2)n1 (stereo not given in full)
  A = 0.8 | B = 0.9 | C = -5 | D = -11 | E = 3 | F = -1.5 | G = 0.1 | H = -0.6 | I = -4.8 | J = -1.0 | K = -2
> CCC1=C(OC(=O)N(CC)CC)N2C(=O)OC(=NCc3ccccc3)[C@]2(C)[C@H]2C1=CC[C@H]1C(=O)NC(=O)[C@H]12
  A = -2.6 | B = -0.7 | C = -1 | D = 3 | E = 0 | F = -0.8 | G = 0.2 | H = -1.5 | I = 0.3 | J = 1.2 | K = 2
> O=C(Nc1ccc(NC(=O)c2ccc([N+](=O)[O-])cc2[N+](=O)[O-])cc1)c1ccco1
  A = -0.6 | B = -0.6 | C = 2 | D = 0 | E = 5 | F = -1.2 | G = -1.5 | H = -1.6 | I = -2.1 | J = 3.5 | K = 0
> O=C(O)C(CC1CCCCC1)N1CCS(=O)(=O)CC1 (stereo not given)
  A = -0.3 | B = -0.1 | C = -6 | D = -1 | E = 2 | F = -1.1 | G = 0.3 | H = -0.3 | I = 0.1 | J = -0.4 | K = -3
> COc1ccc(C(O)c2nc(-c3cccc(O)c3)cs2)cc1 (stereo not given)
  A = -2.0 | B = -0.3 | C = 0 | D = -9 | E = -2 | F = -0.8 | G = . | H = -1.7 | I = 0.8 | J = 0.1 | K = -3
> N#Cc1c(NCCCO)nc(NCc2ccccc2)c2c1CCN(Cc1ccccc1)C2
  A = -3.4 | B = 0.6 | C = -275 | D = i | E = 10 | F = -1.1 | G = -0.5 | H = 0.8 | I = -1.4 | J = -0.5 | K = 1
> CCN(CC)CCn1c(=N)n(CCOc2ccccc2)c2ccccc21
  A = -0.5 | B = -0.9 | C = -6 | D = -8 | E = -13 | F = -1.6 | G = -1.9 | H = -1.7 | I = -0.4 | J = -6.1 | K = -1
> CCCC1=NN(C(=O)Cc2ccc(OC)c(OC)c2)C(O)(C(F)(F)F)C1 (stereo not given)
  A = 3.1 | B = -0.8 | C = -5 | D = -12 | E = -5 | F = -0.2 | G = 1.7 | H = 4.3 | I = 0.7 | J = 1.0 | K = -4
> N/C(=N\OC(=O)c1ccccc1Cl)c1ccccn1
  A = 0.1 | B = 3.0 | C = -3 | D = 7 | E = 2 | F = -0.3 | G = -4.2 | H = 7.0* | I = -1.9 | J = -6.9 | K = -4
> N#Cc1cccc(S(=O)(=O)NNC(=O)C23CC4CC(CC(C4)C2)C3)c1
  A = 1.2 | B = 0.5 | C = -5 | D = -16 | E = 4 | F = -0.5 | G = 0.7 | H = -1.1 | I = 0.4 | J = 0.8 | K = -3
> COC(=O)Nc1nc2ccc(SC(C)C)cc2[nH]1
  A = -1.6 | B = -2.0 | C = -7 | D = -7 | E = -2 | F = -0.4 | G = -0.7 | H = -0.2 | I = 6.3 | J = 2.3 | K = 1
> O=C1CC(C(=O)Nc2ccc(F)cc2)n2cnnc2N1 (stereo not given)
  A = -1.4 | B = 0.3 | C = -4 | D = -2 | E = 1 | F = -1.3 | G = -0.1 | H = -1.0 | I = 2.0 | J = -0.2 | K = 4
> CCOC(=O)c1cn(CC(=O)Nc2ccc(C(C)C)cc2)nn1
  A = 0.0 | B = 0.0 | C = 2 | D = 2 | E = -3 | F = -1.2 | G = -0.6 | H = -1.0 | I = -2.6 | J = 2.5 | K = -2
> Cc1ccc(-c2cc(C(=O)NCCCn3ccnc3)c3ccccc3n2)s1
  A = -0.4 | B = 0.2 | C = i | D = i | E = 4 | F = -1.6 | G = -0.2 | H = -1.7 | I = -1.5 | J = 2.1 | K = 0
> O=C(c1ccccc1)C1CCc2occc2C1=O (stereo not given)
  A = -0.2 | B = 0.2 | C = -2 | D = 1 | E = 2 | F = -0.9 | G = -0.1 | H = -1.3 | I = -0.5 | J = -2.2 | K = 2
> S=C(c1ccc(N2CCCC2)cc1)N1CCCCC1
  A = -1.6 | B = -1.1 | C = -3 | D = 0 | E = 2 | F = -1.4 | G = -0.7 | H = -1.4 | I = 1.0 | J = 5.6 | K = 4
> Cc1cc(C)c(C)c(S(=O)(=O)N(C)CCc2ccccn2)c1C
  A = -0.1 | B = 0.6 | C = 1 | D = 2 | E = -4 | F = -1.4 | G = 0.7 | H = -2.1 | I = -2.5 | J = 1.9 | K = 5
> Cc1cccc(NC(=O)C2C(C(=O)O)C3C=CC2C32CC2)c1C (stereo not given)
  A = -1.9 | B = -1.4 | C = -3 | D = 3 | E = -2 | F = -1.4 | G = 0.0 | H = -0.8 | I = 1.8 | J = -1.4 | K = 1
> O=C(CSc1ccc(Cl)cc1)NC1CCCc2ccccc21 (stereo not given)
  A = -1.1 | B = -0.4 | C = 0 | D = 0 | E = 5 | F = -1.0 | G = -1.2 | H = -1.7 | I = -0.8 | J = 1.3 | K = -4
> O=C(Nc1ccc(C(=O)N2CCCCC2)cc1)c1ccc(Br)cc1
  A = 0.0 | B = -0.3 | C = -5 | D = -4 | E = 1 | F = -1.3 | G = -0.6 | H = -1.0 | I = 0.9 | J = 6.0 | K = -4
> COc1ccc(CNC(=O)c2sc(=S)n(-c3ccccc3)c2N)cc1
  A = 0.8 | B = -0.1 | C = -5 | D = -6 | E = -4 | F = -1.6 | G = -1.6 | H = -1.8 | I = -0.4 | J = -0.1 | K = -3
> CNC(=S)N/N=C/c1ccc(-c2ccc(C(=O)O)cc2)o1
  A = -6.9 | B = 0.7 | C = -229 | D = i | E = 1 | F = -1.4 | G = 0.0 | H = -0.4 | I = 4.4 | J = 0.4 | K = 5
> C[C@@H]1CN([C@@H](C)CO)C(=O)c2cc(Br)cnc2O[C@H]1CN(C)C(=O)c1ccncc1
  A = -0.4 | B = 0.1 | C = -4 | D = -10 | E = 1 | F = -0.4 | G = -0.2 | H = 0.5 | I = -0.7 | J = -1.0 | K = -5
> C[C@@H]1C=C[C@](Cc2ccccc2)(C(=O)NCCc2c[nH]c3ccccc23)N1C(=O)c1ccccc1
  A = -0.3 | B = -0.9 | C = 2 | D = 5 | E = -6 | F = -1.3 | G = 1.3 | H = -0.6 | I = 2.8 | J = -3.3 | K = -1
> CC12CCC(C(=O)O)(c3nc4cc([N+](=O)[O-])ccc4nc31)C2(C)C (stereo not given)
  A = -1.7 | B = -0.4 | C = -6 | D = -1 | E = -1 | F = 0.2 | G = 0.8 | H = 0.4 | I = 3.9 | J = 2.1 | K = -4
